aSyn 5UTR inh: MLPCN primary screen, SNCA 5' untranslated region; alpha-synuclein 5'UTR reporter, inhibitor activity; inhibition, % (tested at 7.5 µM); 300,000 tested, 0.82% active; AID 1813; in the data active = inhibition above about 60%; inconclusive = no clear call, values can overlap the other calls;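 note: H4 neuroglioblastoma cells stably carrying SNCA 5'UTR luciferase fusion; 0% = DMSO wells and 100% = positive control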
HIF activator: HIF pathway transcriptional activation. U2OS HRE-luciferase reporter, luminescence; normalized: DMSO 0%, desferrioxamine 100%. activation, % at 7.5 µM (by protocol). 300,000 tested, 0.32% active. AID 1910;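 active = mean activation of at least 10% of the iron chelator positive control signal, with at least half of replicates also reaching 10%; inconclusive = mean and replicate majority disagree about reaching 10%; inactive = mean and most replicates under 10%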
HSF1 inhib: HSF1 inhibition; NIH3T3-HGL HSE-luciferase, MG132-induced, luminescence 8 h; active compounds read low; activity change, negative = inhibition, % at 7.5 µM (by protocol); 300,000 tested, 0.77% active; AID 2098;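 active = more than half of replicate wells show activity change below -50%, luminescence cut by over half; inconclusive = some wells, but at most half, below -50%; inactive = no replicate well below -50%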;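 note: luciferase reports HSF-1 transcriptional activity via heat shock element; 0% = median of DMSO wells and -100% = zero luminescence signal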
HSF1 activator: increases HSF-1 driven luciferase reporter signal; NIH3T3-HGL HSF-1 luciferase reporter, MG132, 8 h; 100% = twice DMSO control signal; activation, % at 9 µM; 300,000 tested, 1.7% active; AID 504408;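 active = mean replicate activation of at least 50% with a set share of replicates each reaching 50%; inconclusive = only one of those two conditions met; inactive = mean below 50% and too few replicates reaching it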;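 note: 0% = median of the neutral control wells and 100% = twice that signal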
IEC-6 tox: counter-screen for KLF5 inhibitors: cytotoxicity in IEC-6 cells; IEC-6 cytotoxicity, luminescence viability; inhibition, % at 5 µM; 290,000 tested, 0.78% active; in the data active = inhibition above about 22%;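 note: 0% = plate median of test compound wells and 100% = cytotoxic reference compound wells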
HSP90 refold inh: blocks HSP90-mediated luciferase refolding in reticulocyte lysate | 290,000 tested, 0.91% active | Rabbit reticulocyte lysate, luciferase refolding luminescence, 3 h | inhibition, % at 5.6 µM | AID 1789;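 active = inhibition above the screen-wide mean plus 3 SD, computed separately per campaign, cut at about 16% in these data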;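 note: 0% = DMSO wells and 100% = 60 µM geldanamycin wells; inhibitors lower the luminescence because luciferase stays unfolded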
Platelet DG rel: platelet dense granule release activity; 300,000 tested, 0.22% active; human platelet-rich plasma, SFLLRN dense granule ATP release, luminescence; inhibition, %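 (compounds screened at 7.5 µM in platelet-rich plasma)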;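 active = mean replicate score, as percent of positive control, at or above 50; inconclusive = mean below 50 but at least one replicate at or above 50; inactive = mean and every replicate below 50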
SKKanGAS inh: SKKanGAS growth inhibition | 300,000 tested, 1.3% active | inhibition, % at 7.5 µM | AID 1662 | S. pyogenes SKKanGAS, kanamycin growth, BacTiter-Glo, 6 h;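 active = mean replicate score, as percent of positive control median, at least 50; inconclusive = mean below 50 but one replicate at or above 50; inactive = mean and every replicate below 50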;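 note: strain carries kanamycin resistance gene driven by streptokinase promoter and grows in 40 µg/ml kanamycin; loss of luminescence reflects streptokinase promoter inhibition or plain growth inhibition; 0% = median of DMSO wells and 100% = positive control at its reference dose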
AI-2 QS modul: modulators of Vibrio harveyi AI-2 quorum sensing system | activity change, % at 7.5 µM | 300,000 tested, 0.4% active | Vibrio harveyi JMH597 AI-2 luminescence/OD600 ratio, 9 h; active compounds read low; strain lacks LuxN and CqsS sensors; 0 = neutral-control median | AID 2094; in the data active = activity change below about -75%, passing the limit was not always enough; inconclusive = no clear call, values can overlap the other calls;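 note: luminescence divided by OD600 gain over 9 h not by final OD600 alone; inactives centre near 13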
KLF5 inhibitor: suppresses KLF5 promoter-driven expression. DLD-1 KLF5 promoter-luciferase reporter, luminescence. AID 1700. 290,000 tested, 0.23% active. inhibition, % at 5 µM;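 active = inhibition above a per-plate limit of that plate's mean compound inhibition plus 3 SD, cut at about 60% in these data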;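 note: 0% = DMSO wells and 100% = LY294002 at 200 µM; higher means less KLF5 promoter-driven luciferase light; inactives centre near -14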
* = called active by the depositor; ? = inconclusive; . = no result given.

SMILES	aSyn 5UTR inh	HIF activator	HSF1 inhib	HSF1 activator	IEC-6 tox	HSP90 refold inh	Platelet DG rel	SKKanGAS inh	AI-2 QS modul	KLF5 inhibitor
Cc1ccc(S(=O)(=O)N/N=C/c2c(C)nn(-c3ccccc3)c2C)cc1	5	-0.2	-54*	-65	2	1	-5	6	23	-6
CN(c1cccc(NC(=O)c2ccccc2N(C)S(=O)(=O)c2ccccc2)c1)S(C)(=O)=O	1	-0.3	-1	-20	4	0	-2	3	7	-45
Cc1ccc(C(=O)Nc2ccccc2N2CCCCC2)o1	-4	0.7	-8	-1	0	-2	-3	10	16	-17
O=C(Oc1ccc(Cl)c2ccccc12)N1CCCCC1	-52	1.4	10	8	5	1	14	9	18	-25
COc1ccc(C2CC(c3cccs3)=NN2C(=O)CCl)cc1OC (centres undefined)	-26	0.6	36	?	2	4	0	2	-5	17
COc1cc(/C=C(\C#N)C(=O)NC(C)C)cc(Cl)c1O	-8	-0.9	7	22	0	2	-3	2	18	-15
CCCCn1c(SCC(=O)NC2CCS(=O)(=O)C2)nnc1-c1ccc(OC)cc1 (centres undefined)	10	-0.2	-6	7	.	.	5	-3	8	.
COc1ccc(OC)c(NC(=O)CCNS(=O)(=O)c2cc(Br)cnc2N)c1	12	0.0	-1	2	2	-3	-31	3	13	-21
Cc1cc(SCC(=O)c2cccs2)nc2ccccc12	-81	1.2	9	41	9	1	-17	-3	8	-10
CCOc1ccc(C(C)=O)cc1COC(=O)c1cccnc1SC	16	-0.3	4	-12	1	3	-2	-2	25	-20
O=C(Cc1ccccc1)Nc1ccc(NC(=O)c2cccnc2)cc1	-12	1.2	4	3	0	-1	-2	-1	18	-8
CC1CN(C(=O)c2cc(F)c(F)cc2Cl)CC(C)O1 (centres undefined)	-21	0.2	-1	-1	0	0	-14	-4	11	1
Nn1c(Cc2ccc(F)cc2)n[nH]c1=S	10	-1.1	2	3	0	0	1	6	5	4
Cc1ccc(S(=O)(=O)N2CCC(NC(=O)OC(C)C)CC2)cc1	7	0.4	6	16	0	0	2	-9	13	-2
Cc1ccc(OCC(=O)N/N=C/c2cccn2C)cc1C	1	-0.5	-2	23	0	3	7	3	20	0
Cc1nc(NC(=O)CCc2ccccc2)ccc1Br	-145	4.2	-4	-1	-2	0	9	3	-14	-55
CCOC(=O)c1ccccc1NC1c2ccccc2C(=O)N1C1CCN(C(=O)OCC)CC1 (centres undefined)	37	-0.4	0	-4	0	2	2	2	39	-10
CCC1N=C(SC)NC(C)=C1C(=O)c1ccccc1 (centres undefined)	-8	-0.2	5	10	3	1	3	.	10	-12
CSCC[C@H](NC(=O)Cc1c(C)c2c(cc(C)c3c(C)c(C)oc32)oc1=O)C(=O)O	0	-0.3	-6	-1	3	0	2	8	5	0
CCc1c(C(=O)N2CCCN(C)CC2)csc1C	3	0.5	1	-3	3	-1	-1	-16	10	-10
COc1ccc(CCC(=O)Nc2ncc(C)s2)cc1OC	-9	-1.3	-4	8	0	-2	7	2	19	-5
N#Cc1nc(-c2ccc(OCc3ccccc3Cl)cc2)oc1NCCCn1ccnc1	-65	0.0	5	3	2	-3	10	74*	14	-53
CCO[C@H]1OC(C(=O)NCc2ccccc2)=C[C@@H](C(C)(C)C)[C@@H]1CCCO	-2	-0.1	0	-11	.	.	9	-2	0	.
COC(=O)Nc1ccc(S(=O)(=O)Nc2cc(OC)nc(OC)n2)cc1	1	-0.5	4	-8	5	4	-1	24	12	-8
CCCOc1ccc(/C(O)=C2/C(=O)C(=O)N(CCN(C)C)C2c2ccco2)cc1 (centres undefined)	-15	0.6	-2	8	-4	6	2	-4	23	-22

An excerpt of these results, with two lines to a compound.
Values in the order: aSyn 5UTR inh	HIF activator	HSF1 inhib	HSF1 activator	IEC-6 tox	HSP90 refold inh	Platelet DG rel	SKKanGAS inh	AI-2 QS modul	KLF5 inhibitor
O=C(Cc1ccccc1)Nc1ccc(NC(=O)c2cccnc2)cc1
    -12	1.2	4	3	0	-1	-2	-1	18	-8
CC1CN(C(=O)c2cc(F)c(F)cc2Cl)CC(C)O1 (centres undefined)
    -21	0.2	-1	-1	0	0	-14	-4	11	1
Nn1c(Cc2ccc(F)cc2)n[nH]c1=S
    10	-1.1	2	3	0	0	1	6	5	4
Cc1ccc(S(=O)(=O)N2CCC(NC(=O)OC(C)C)CC2)cc1
    7	0.4	6	16	0	0	2	-9	13	-2
Cc1ccc(OCC(=O)N/N=C/c2cccn2C)cc1C
    1	-0.5	-2	23	0	3	7	3	20	0
Cc1nc(NC(=O)CCc2ccccc2)ccc1Br
    -145	4.2	-4	-1	-2	0	9	3	-14	-55
CCOC(=O)c1ccccc1NC1c2ccccc2C(=O)N1C1CCN(C(=O)OCC)CC1 (centres undefined)
    37	-0.4	0	-4	0	2	2	2	39	-10
CCC1N=C(SC)NC(C)=C1C(=O)c1ccccc1 (centres undefined)
    -8	-0.2	5	10	3	1	3	.	10	-12
CSCC[C@H](NC(=O)Cc1c(C)c2c(cc(C)c3c(C)c(C)oc32)oc1=O)C(=O)O
    0	-0.3	-6	-1	3	0	2	8	5	0
CCc1c(C(=O)N2CCCN(C)CC2)csc1C
    3	0.5	1	-3	3	-1	-1	-16	10	-10

More entries follow.
SMILES	aSyn 5UTR inh	HIF activator	HSF1 inhib	HSF1 activator	IEC-6 tox	HSP90 refold inh	Platelet DG rel	SKKanGAS inh	AI-2 QS modul	KLF5 inhibitor
Cc1cccc(NC(=S)Nn2cnnc2)c1C	-42	0.1	4	-11	5	-1	-9	1	-3	-11
CC(C)Nc1ccc(C(CC(N)=O)NC(=O)Cc2cccc3ccccc23)cc1[N+](=O)[O-] (centres undefined)	4	-0.4	7	-2	.	.	-1	-2	16	.
O=C(CNc1ccccc1)Nc1cccc2ccccc12	15	1.3	3	10	-1	-1	0	1	-9	-29
Cc1cccc(N(Cc2cc3ccc(C)cc3[nH]c2=O)S(=O)(=O)c2ccccc2)c1	8	0.8	17	21	0	6	1	11	39	-20
CCn1c(CC(=O)Nc2ccccc2)nnc1SCC(=O)Nc1nnc(C)s1	8	-0.4	-6	6	7	0	2	-2	6	5
Cc1ccc(CSCC(=O)NCCc2ccccc2)cc1	-11	0.9	5	3	-4	4	-2	1	7	-22
O=C1C(CSCc2ccccc2)NC(=S)N1c1ccccc1 (centres undefined)	-68	-0.3	16	27	-8	7	1	-2	?	-40
Cc1ccc(S(=O)(=O)NCCCOC(=O)Nc2ccncc2)cc1	12	-0.3	-6	-6	-1	2	2	-9	18	-15
CC(=O)c1ccc(NC(=S)NCC(c2ccco2)N2CCCC2)cc1 (centres undefined)	8	-0.8	0	5	3	3	14	4	-9	21
CC1(C)COC(c2cccn2Cc2ccccc2Cl)=N1	0	0.3	0	-7	4	2	-2	2	16	16
COc1ccc(CN2CC(C(=O)NCc3cccc(OC)c3)CC2=O)cc1 (centres undefined)	10	-0.6	-9	0	2	1	7	-2	21	0
CN(Cc1cnn(-c2ccc(F)cc2)c1)Cc1nc(Cc2ccccc2)no1	3	-0.6	-5	-4	11	0	0	5	-1	6
Cn1nc(-c2ccc(Cl)cc2)c2cc(C(=O)NCc3ccco3)sc21	-52	.	22	38	17	0	-1	25	30	4
CC1(C)NC(=O)NC2(C)NC(=O)NC(C)(C)C12 (centres undefined)	-1	0.1	-6	-17	-5	2	-1	19	.	-2
COc1ccc(Cn2c(=O)[nH]c3cc(C(=O)N4CCN(c5ccccc5OC)CC4)ccc3c2=O)cc1	10	1.5	10	6	1	-3	0	7	23	-11
Cc1ccc(-c2nnc(N3CCN(C(=O)COc4ccccc4)CC3)c3ccccc23)cc1	19	-0.2	-2	11	2	1	9	14	-7	-1
COc1cccc(NC(=S)NCCCN2CCOCC2)c1	10	0.4	-2	9	-14	1	-10	-14	-4	-13
COc1ccc(/C=N/NC(=O)c2ccncc2)cc1CN1CCOCC1	22	0.0	0	12	0	0	-1	-4	4	-13
COC(=O)c1ccc(/C=C(\C#N)c2ccccn2)cc1	-132	3.2	43	86*	1	-5	24	18	12	-140
CCCCn1c(N)c(N(CC(C)C)C(=O)C2CSC3(C)CCC(=O)N23)c(=O)[nH]c1=O (centres undefined)	-3	0.2	-5	-5	.	.	1	-3	27	.
O=C(CSc1ccccc1C(=O)O)NCC1CCCCC1	15	-0.9	1	4	-4	0	1	0	7	-29
Cc1ccc(S(=O)(=O)Oc2ccc(N3C(=O)C4C5CCC(C5)C4C3=O)cc2)cc1 (centres undefined)	-41	0.0	3	-14	8	3	5	-5	19	-5
COc1ccc(Cn2nnnc2C(C(C)C)N(Cc2ccco2)Cc2cccs2)cc1 (centres undefined)	12	0.1	9	11	3	5	4	4	30	4
C=CCN1C(=O)C(C)(C)N(C(=O)c2cccc([N+](=O)[O-])c2)c2ccccc21	4	1.3	1	13	2	-4	-3	11	-9	-42
COC(=O)N1C(=O)[C@@](c2ccc(OC)cc2)(C(C)C)N1C(=O)OC	12	2.1	10	13	2	-2	-2	1	3	0

Continued.
SMILES	aSyn 5UTR inh	HIF activator	HSF1 inhib	HSF1 activator	IEC-6 tox	HSP90 refold inh	Platelet DG rel	SKKanGAS inh	AI-2 QS modul	KLF5 inhibitor
O=CN1c2ccccc2CSc2ccccc21	3	0.3	-1	-2	.	.	7	0	13	.
COC(=O)c1c(NC(=O)Cn2nc(C(F)F)cc2C(F)F)sc(C)c1C	-5	0.0	13	35	3	3	3	7	5	2
NS(=O)(=O)c1ccc(CCNCC(=O)NC2CC2)cc1	0	-0.3	-4	-10	4	-3	-4	1	11	-38
CC(=O)c1c(C)[nH]c(C(=O)Nc2cccc(C)c2C)c1C	-4	0.0	-3	-9	4	-5	4	2	3	-16
C/C(N)=C(/C#N)C(=O)CSc1nnc(Nc2cccc(C)c2)s1	-180	5.1	30	56*	6	-4	-7	-8	15	-101
Cc1cc(=O)c(C(=O)O)nn1-c1ccccc1Cl	13	-4.5	-2	-5	0	-2	8	2	13	-39
Cc1c(Cl)c([N+](=O)[O-])nn1CC(=O)NCC1CCCO1 (centres undefined)	5	-1.0	-3	16	-1	3	2	-1	16	-27
COc1ccccc1NC(=O)CSc1c2c(nc3ccccc13)CCC2	-21	0.2	13	9	0	-2	0	4	26	-23

Compounds as they come; overall some 6% were active at least once.
